Insulin prom inh = TRM-6 insulin promoter activity inhibition; actives 0.9% (n = 130,000); inhibition, % at 2 µM; TRM-6 cells (human fetal islet line), insulin promoter-eGFP reporter, imaging; reporter expression induced with tamoxifen;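 active means inhibition above the mean plus 3 SD, with well images judged a real hit on visual review, cut at about 60% in these data, passing the limit was not always enough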
SDO1 yeast rescue = sdo1-depleted yeast growth rescue; S. cerevisiae sdo1-depleted JHY4D growth rescue, OD600 30 h; hits give high values; pdr5 snq2 efflux-pump mutant strain; z-score at 10 µM; AID 817; actives 0.21% (n = 140,000);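 active means z-score above 3 at both the 24 hr and the 30 hr optical density reads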;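 further: z-score against mean and SD of all compound wells on the same plate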
SDO1 yeast rescue Rescue 24 h = also measured in SDO1 yeast rescue; calls as there; z-score; S. cerevisiae sdo1-depleted JHY4D growth rescue, OD600; measured here: growth rescue at 24 h;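 0 is the plate mean of compound wells and units are plate SD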
* = called active by the depositor; / = not tested or not shown. Hits appear at their usual frequency; any-hit rate near 0.99%.

SDO1 yeast rescue Rescue 24 h	Insulin prom inh	SDO1 yeast rescue	Molecule
-0.76	14	-0.68	O=C(O)CCC(=O)Nc1ccc(C(=O)N2CCCCC2)cc1
-0.84	/	0.98	Cn1c(=O)c2c(nc(CN3CCN(Cc4ccccc4)CC3)n2CCN2CCOCC2)n(C)c1=O
-0.25	7	-0.02	COC(=O)C1CSC(C(=O)OC)N1C(=O)Nc1c(C)cccc1C (stereo unspecified)
0.37	26	0.58	O=C(COC(=O)CNC(=O)c1ccco1)Nc1ccc(Cl)cn1
/	-6	/	COc1cc2c3nnc(-c4ccccc4)c-3cn(Cc3ccc(F)cc3)c2cc1OC
1.3	-16	1.1	O=C(NCc1cccs1)c1cccnc1Cl
/	43	/	Cc1ccc(S(=O)(=O)NCCCNc2ccc([N+](=O)[O-])cc2)cc1
/	0	/	COc1ccc(Cc2nnc(SCc3ccc([N+](=O)[O-])cc3)o2)cc1
-0.75	50	0.41	CN(C)CCCNC(=O)c1cc2c3ccccc3n(C)c2s1
/	19	/	C/C(CC(=O)NC(C)(C)C)=N\NC(=O)c1ccccc1N
0.21	/	0.67	O=C(O)C1C2C=CC3(CN(C4CCCC4)C(=O)C13)O2 (stereo unspecified)
-0.84	-6	0.03	O=C(O)CCSc1nnc(-c2ccc3c(c2)OCO3)o1
1.6	-11	0.39	O=C1c2ccccc2C(=O)N1CCCCN(C(=O)c1cc([N+](=O)[O-])ccc1Cl)c1ccc(Cl)cc1
-0.41	-29	-0.16	O=c1nc(-c2ccccc2)cn[nH]1
/	68*	/	NC(=O)CSc1nnc2ccc(-c3ccco3)nn12
0.34	/	0.52	N#C/C(=C\c1cccs1)C(=O)NCc1ccccc1
1.4	-22	0.81	CCN=C1SC(CC(=O)Nc2ccccc2)C(=O)N1CC (stereo unspecified)
1.2	/	0.45	O=C(Nc1ccc2c(c1)OCCO2)C1CCN(S(=O)(=O)Cc2ccccc2)CC1
0.54	0	-0.29	FCCCOc1ccc(-c2nccc(-c3ccc(F)cc3)n2)cc1
1.2	/	0.78	CN1C(=O)NC(NC(=O)c2cccs2)(C(F)(F)F)C1=O (stereo unspecified)
-0.18	12	0.16	O=C1c2ccccc2C(=O)N1CCCOCc1c[nH]c(=O)[nH]c1=O
-0.29	-36	-0.04	Cn1c(NC(=O)/C=C/c2ccco2)cc(=O)n(C)c1=O
0.07	18	0.24	CCOC(=O)C1CCN(C(=O)c2cn(C)c(=O)c3cc(OC)c(OC)cc23)CC1
-0.15	32	0.39	COc1ccccc1/C=N/NC(=O)C(=O)N1CCN(c2ccccc2OC)CC1
0.32	-41	-0.98	CC1Cc2ccccc2N1Cc1nc2cc(C(F)(F)F)ccc2c(=O)[nH]1 (stereo unspecified)
-0.46	/	-0.58	CCCn1c(=O)c2c(C(=O)OCC)cc(-c3ccco3)nc2n(CCC)c1=O
-0.35	-28	0.18	CCn1ncc(Br)c1C(=O)Nc1nccs1
1.2	33	-0.67	O=C(CSc1nc2ccc(NC(=O)CSc3nnnn3-c3ccccc3)cc2s1)Nc1ccccc1
-1.4	0	-0.44	Cc1nc2c(Br)c3nc(C(F)(F)F)[nH]c3c(Br)c2[nH]1
-1.3	/	-0.94	Cc1ccc(CNc2ccc(S(=O)(=O)N3CCOCC3)cc2[N+](=O)[O-])cc1
7.9*	-43	6.1*	CCOC(=O)c1cnn(Cc2ccccc2)c1N
1.4	/	1.3	COc1ccc(N=Cc2c(O)c3ccccc3oc2=O)cc1
1.9	-15	1.4	Cc1ccc(NC2=Nc3ccccc3CS2)cc1
/	21	/	CC1=NNC(=O)C1CC(=O)N/N=C(\C)c1ccco1 (stereo unspecified)
0.56	31	1	Cn1nnc(NC(=O)c2ccc3ccccc3c2)n1
1.7	14	1.6	CC(C)(C)NC(=O)C1CCN(C(=O)c2ccc(-c3ccccc3)cc2)CC1
2.2	-27	1.4	O=C(NN1C(=O)c2ccccc2NC1c1ccccn1)c1ccccc1 (stereo unspecified)
-0.86	60	-0.77	COc1ccccc1/C=C(/CC(=O)NCc1ccc(F)cc1)c1nc2ccccc2s1
-0.25	0	0.38	CCN(CC)c1ccc(CN2CCCCCC2)cc1
-0.48	12	0.1	O=C(Nc1ccc2c(c1)OCO2)c1cnn2cccnc12
0.36	-41	0.43	Cc1ccc(C(=O)NN2C(=O)CSC2=S)cc1
/	10	/	CC12CCC(C(=O)N(CC(=O)O)C1=O)C2(C)C (stereo unspecified)
-0.05	21	-0.72	Cc1cc(SCC(=O)c2cccs2)nc2c(C)cccc12
1.1	-34	1.1	COc1ccc(S(=O)(=O)Nc2cccc(SC)c2)cc1OC
0.7	0	0.68	CCN(CC)S(=O)(=O)c1ccc(N/N=C/c2cc(OC)c(OC)cc2OC)nc1
0.02	-27	0.26	COc1nc(OCC#N)nc(N(C)C)n1
-0.49	-73	-0.5	CCC(C)(C)NC(=O)c1cc([N+](=O)[O-])ccc1N1CCCCC1
-1.1	/	-0.76	COCCn1c(C)cc(C(=O)COC(=O)C23CC4CC(CC(O)(C4)C2)C3)c1C
/	-77	/	COc1ccc(CCNC(=O)/C(=C/c2cccnc2)NC(=O)c2ccccc2)cc1OC
/	-20	/	CS(=O)(=O)Nc1cccc(C2=NN(S(=O)(=O)c3ccccc3)C(c3ccco3)C2)c1 (stereo unspecified)
/	9	/	Cc1cccc(-c2nnc(SCC(=O)Nc3ncccn3)n2C)c1
0.87	67*	1.1	COc1cc2[nH]c(=O)n(CCCCCC(=O)NCCc3c[nH]c4ccccc34)c(=O)c2cc1OC
1.4	/	1.5	N#Cc1c(-c2ccccc2)nc(SCC(=O)N(c2ccccc2)c2ccccc2)[nH]c1=O
-0.08	13	0.37	CCN(CC(=O)NCc1ccc(F)cc1)C(=O)C1CCN(C(=O)Nc2ccccc2)CC1
-0.32	/	-1.7	O=C(Nc1ccc(F)cc1)Nc1nnc(-c2ccncc2)s1
/	3	/	O=C(OCC(=O)c1c[nH]c2ccccc12)c1cc(Br)ccc1O

The results go on.
SDO1 yeast rescue Rescue 24 h	Insulin prom inh	SDO1 yeast rescue	Molecule
0.81	25	0.79	CC1CCCC/C1=N\NS(=O)(=O)c1ccc(Br)cc1 (stereo unspecified)
1.1	/	-0.54	CCn1nc(-c2ccccc2)c2nc3ccccc3nc21
/	-7	/	COCCNC(=O)CN(C(=O)CCC(=O)Nc1ccccn1)c1ccccc1F
1.6	6	0.85	N#CC(c1ccc(Cl)cc1)(c1ncc(C(F)(F)F)cc1Cl)N1CCOCC1 (stereo unspecified)
/	-5	/	O=C(c1ccc(Cl)cc1)N1CCN(c2ccnc3cc(Cl)ccc23)CC1
-1.2	10	-1.4	Cc1ccc(C(=O)NC(=S)Nc2ccccc2C(F)(F)F)cc1
-0.07	23	0.21	COC(=O)C1=CN(C)C=C(C(=O)OC)C1c1ccsc1
0.88	42	-0.09	CCOC(=O)c1c(NC(=O)Cn2nc([N+](=O)[O-])c(Br)c2C)sc2c1CCC(C)C2 (stereo unspecified)
/	0	/	CCCN1C(=O)c2ccccc2NC1c1ccc(C)cc1 (stereo unspecified)
0.56	/	0.58	OCCN1CCN(c2nc(N3CCCCC3)nc(N3CCCCC3)n2)CC1
-0.97	53	-0.79	O=C1C(c2ccc(F)cc2)N(CC2COc3ccccc3O2)C(=O)CN1C1CCCCC1 (stereo unspecified)
0.06	/	-0.44	COCCn1c(SC(C)C(=O)Nc2ccc3c(c2)OCCO3)nc2ccccc2c1=O (stereo unspecified)
0.04	/	0.12	COc1ccc(N(CC(=O)NCc2cccnc2)S(=O)(=O)c2c(C)nn(C)c2C)cc1
1.1	-7	-0.12	CN(C(=O)CSc1nc2ccccc2n1CCc1ccccc1)C1CCS(=O)(=O)C1 (stereo unspecified)
0.28	/	-0.07	CCOC(=O)N1CCC(N2C(=O)c3ccccc3C2Nc2ccccc2C)CC1 (stereo unspecified)
-1.1	/	-0.16	Cc1ccccc1N(CC(=O)NCc1ccc2c(c1)OCO2)C(=O)CCC(=O)Nc1ccccn1
1.9	-31	0.03	Cn1c(=O)n(Cc2ccccc2F)c(=O)c2c1nc1n2CCCN1CCc1ccccc1
0.46	/	0.12	Nc1cc(=O)[nH]c(SCC(=O)Nc2cc(Cl)cc(Cl)c2)n1
1.6	-15	-0.12	O=C(Nc1cccc(-c2nc3cccnc3s2)c1)C1c2ccccc2Oc2ccccc21
/	30	/	O=C(Sc1cccc2cccnc12)c1ccc(F)cc1
2.1	-33	1.8	Cc1ccc(Nc2nc(N)nc(CSc3nncn3C)n2)cc1
-0.61	58	-0.02	Cc1cc(C)cc(N2CCCC2=O)c1
-1.1	23	-2	CN(Cc1ccccc1)c1nc2c(c(=O)[nH]c(=O)n2C)n1Cc1ccccc1Cl
-0.44	40	-1.5	C=CC(=O)N1c2ccccc2Sc2ccc(NC(=O)OCC)cc21
-0.29	9	-0.02	CC(C)n1c(=O)[nH]c2ccccc21
/	-9	/	COC(=O)CC1COc2ccccc2N1C(=O)c1cccc(C(F)(F)F)c1 (stereo unspecified)
/	39	/	COc1ccccc1CCN=C(N)NS(=O)(=O)c1cccs1
-0.79	5	-1.2	O=[N+]([O-])c1cc(CN2CCCC2)c2cccnc2c1O
1.7	-4	1.4	CCOc1ccc(N2C(=O)CC(N3CCN(c4ccccc4F)CC3)C2=O)cc1 (stereo unspecified)
-0.54	39	0.06	Cc1nc(N[C@@H](Cc2ccccc2)C(=O)O)c2oc3ccccc3c2n1
-0.32	/	0.28	O=C(NCc1ccco1)C1CCCN(S(=O)(=O)c2cccc3cccnc23)C1 (stereo unspecified)
/	31	/	NN/C(=C\[N+](=O)[O-])Nc1ccccc1
/	39	/	CC(C(O)C12CC3CC(CC(C3)C1)C2)N1CCCCC1 (stereo unspecified)
-1.2	/	-1.3	COCCC(=O)N(Cc1ccc2c(c1)OCO2)C(C(=O)NC1CCCCC1)c1ccncc1 (stereo unspecified)
/	47	/	O=C(O)COn1c(-c2ccc(Cl)cc2)nc2ccc(Cl)cc21
/	-43	/	O=C(Nc1ccc(S(=O)(=O)NC2=NCCCCC2)cc1)c1ccco1
0.98	-55	-0.38	CCOC(=O)c1sc(NC(=O)CSc2nc3c(cc2C#N)CCCCCC3)c(C#N)c1C
0.66	-42	0.06	CCOC(=O)N1CCN(C(=S)NC(=O)c2cncc(Br)c2)CC1
-1.1	/	-1	COc1cccc(OCCn2c(C)c(/C=N/n3cnnc3)c3ccccc32)c1
/	7	/	CCCC(=O)Nc1ccc2nc(SCC(=O)N3CCCC3)sc2c1
-0.86	27	-0.62	CN(C)Cc1ccccc1COc1ccccc1
0.03	-86	-0.88	O=c1cc(NCc2ccccc2)nc2n1CCCS2
-0.84	21	-0.13	CC(NC(=O)COc1cc(=O)n(C)c2ccccc12)c1ccc2c(c1)OCCO2 (stereo unspecified)
/	18	/	O=[N+]([O-])c1cccc(-c2ccc(SCc3ccccn3)nn2)c1
/	0	/	Fc1ccc(-c2cc(C(F)(F)F)nc(-n3cc(Cl)cn3)n2)cc1
-0.33	1	-0.24	COc1cccc(C2C(C(=O)c3cc4cccc(OC)c4o3)=C(O)C(=O)N2c2cc(C)on2)c1OC (stereo unspecified)
1.2	33	1.4	CN=Cc1c(NC)nc2c(C)cccn2c1=O
0.03	/	0.91	Cc1cccc(N)c1SC1CCCCC1O (stereo unspecified)
-0.19	-42	-1.1	CCC(c1nnnn1Cc1ccco1)N(CCc1ccccc1)Cc1cc2cccc(C)c2[nH]c1=O (stereo unspecified)
-0.59	/	-1.4	COCCCNC(=O)C(C#N)c1nc2ccccc2nc1N1CCN(Cc2ccccc2)CC1 (stereo unspecified)
-0.97	-5	-1.3	CCOc1nc(Nc2cc(Cl)ccc2OC)nc(OCC)n1

Ordered by formula weight (ascending): some entries from above.
SDO1 yeast rescue Rescue 24 h	Insulin prom inh	SDO1 yeast rescue	Molecule
/	31	/	NN/C(=C\[N+](=O)[O-])Nc1ccccc1
1.2	33	1.4	CN=Cc1c(NC)nc2c(C)cccn2c1=O
0.03	/	0.91	Cc1cccc(N)c1SC1CCCCC1O (stereo unspecified)
-0.86	27	-0.62	CN(C)Cc1ccccc1COc1ccccc1
/	39	/	CC(C(O)C12CC3CC(CC(C3)C1)C2)N1CCCCC1 (stereo unspecified)
/	18	/	O=[N+]([O-])c1cccc(-c2ccc(SCc3ccccn3)nn2)c1
-0.97	-5	-1.3	CCOc1nc(Nc2cc(Cl)ccc2OC)nc(OCC)n1
/	47	/	O=C(O)COn1c(-c2ccc(Cl)cc2)nc2ccc(Cl)cc21
/	0	/	Fc1ccc(-c2cc(C(F)(F)F)nc(-n3cc(Cl)cn3)n2)cc1
/	7	/	CCCC(=O)Nc1ccc2nc(SCC(=O)N3CCCC3)sc2c1
-1.1	/	-1	COc1cccc(OCCn2c(C)c(/C=N/n3cnnc3)c3ccccc32)c1
-0.84	21	-0.13	CC(NC(=O)COc1cc(=O)n(C)c2ccccc12)c1ccc2c(c1)OCCO2 (stereo unspecified)
-0.32	/	0.28	O=C(NCc1ccco1)C1CCCN(S(=O)(=O)c2cccc3cccnc23)C1 (stereo unspecified)
-1.2	/	-1.3	COCCC(=O)N(Cc1ccc2c(c1)OCO2)C(C(=O)NC1CCCCC1)c1ccncc1 (stereo unspecified)
-0.59	/	-1.4	COCCCNC(=O)C(C#N)c1nc2ccccc2nc1N1CCN(Cc2ccccc2)CC1 (stereo unspecified)
0.98	-55	-0.38	CCOC(=O)c1sc(NC(=O)CSc2nc3c(cc2C#N)CCCCCC3)c(C#N)c1C
-0.19	-42	-1.1	CCC(c1nnnn1Cc1ccco1)N(CCc1ccccc1)Cc1cc2cccc(C)c2[nH]c1=O (stereo unspecified)
-0.33	1	-0.24	COc1cccc(C2C(C(=O)c3cc4cccc(OC)c4o3)=C(O)C(=O)N2c2cc(C)on2)c1OC (stereo unspecified)

Bioassay records as filed in PubChem.
